hK5 inh: human KLK5 protease inhibitors, primary screen, biochemical, 1536-well; Kallikrein-5 (Homo sapiens), Q9Y337; actives 0.59% (n = 210,000); recombinant hK5, fluorogenic AMC substrate cleavage; inhibition, % at 5 µM;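 active = inhibition of 40% or more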;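 also: 0% = enzyme controls without compound and 100% = no-enzyme blanks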
Thrombin inh: human alpha-thrombin inhibitors, primary screen, counter-screen for coagulation protease inhibitor project, biochemical, 1536-well, fluorogenic AMC substrate. Prothrombin (Homo sapiens), P00734. Boc-VPR-AMC fluorogenic substrate cleavage. inhibition, % at 5 µM. actives 0.26% (n = 220,000). AID 1046, 2008;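 active = inhibition at or above 40%; inactive = inhibition below 40%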;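 also: 0% = enzyme with no compound and 100% = wells without enzyme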
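System – human alpha-thrombin protein · Reagent – Boc-VPR-AMC substrate, 15 µM final · Compound – 5 µM single dose in 0.2% DMSO · Schedule – reaction at room temperature · Technique – AMC fluorescence at 355 nm excitation and 460 nm emission · Read-out basis – % inhibition relative to enzyme controls and enzyme-free blanks · Control set – no-compound enzyme wells and no-enzyme blanks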
Rad51 HR inh: human RAD51 strand exchange inhibitors, primary screen, biochemical, fluorescence. inhibition, % at 10 µM. actives 0.085% (n = 200,000). hRad51 DNA strand exchange, fluorescence dequenching. DNA repair protein RAD51 homolog 1 (Homo sapiens), Q06609;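 active = inhibition above 40% at the single screening dose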;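 also: 0% = DMSO control wells and 100% = blanks with heterologous ssDNA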
Target sequence (Q06609 whole entry, looked up): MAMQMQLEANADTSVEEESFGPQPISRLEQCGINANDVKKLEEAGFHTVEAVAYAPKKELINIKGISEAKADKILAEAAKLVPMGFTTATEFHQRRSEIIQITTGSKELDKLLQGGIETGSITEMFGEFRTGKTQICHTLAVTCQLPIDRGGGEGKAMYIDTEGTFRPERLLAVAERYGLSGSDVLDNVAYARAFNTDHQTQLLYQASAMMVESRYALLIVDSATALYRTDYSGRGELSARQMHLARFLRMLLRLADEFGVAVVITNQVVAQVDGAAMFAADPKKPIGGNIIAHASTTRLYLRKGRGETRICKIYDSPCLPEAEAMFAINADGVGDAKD
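System: human Rad51 nucleoprotein filaments preassembled on unlabelled ssDNA. Reagent: labelled 47-mer dsDNA for strand exchange. Schedule: 30-min compound preincubation and 15-min exchange, both room temperature. Measured by: FRET fluorescence dequenching, excitation 485 nm, emission 520 nm. Read-out: Fluorescence-based percent inhibition, control- and blank-normalised. Benchmarks: plate controls and plate blanks.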
KCC2 mod: KCC2 cotransporter modulators, thallium flux, primary screen, cell-based, HEK293 KCC2, FluoZin-2 fluorescence, MLSMR | Solute carrier family 12 member 5 (Homo sapiens), Q9H2X9 | KCC2 cells, thallium flux FluoZin-2 fluorescence | B-score of Tl+ flux slope (higher = more flux/activation; lower = inhibition) at 10 µM | AID 1456, 2008 | actives 2.2% (n = 190,000);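 active = thallium flux slope and its plate-corrected score both differing from the plate sample mean at a set confidence after two filtering rounds, in either direction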;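 also: slope of fluorescence scaled to starting intensity during 10 to 20 s after thallium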
FXIIa inh 1536: human FXIIa protease inhibitors, primary screen, biochemical, 1536-well; inhibition, % at 5 µM; actives 0.3% (n = 220,000); purified FXIIa, Boc-QGR-AMC fluorogenic substrate, 2 h; Coagulation factor XII (Homo sapiens), P00748; AID 800, 2007; in the data active = inhibition above about 40%;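 also: 0% = enzyme with no compound and 100% = blank without enzyme; many of its hits are not listed in these tables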
Target sequence (P00748 20-372 limits assumed): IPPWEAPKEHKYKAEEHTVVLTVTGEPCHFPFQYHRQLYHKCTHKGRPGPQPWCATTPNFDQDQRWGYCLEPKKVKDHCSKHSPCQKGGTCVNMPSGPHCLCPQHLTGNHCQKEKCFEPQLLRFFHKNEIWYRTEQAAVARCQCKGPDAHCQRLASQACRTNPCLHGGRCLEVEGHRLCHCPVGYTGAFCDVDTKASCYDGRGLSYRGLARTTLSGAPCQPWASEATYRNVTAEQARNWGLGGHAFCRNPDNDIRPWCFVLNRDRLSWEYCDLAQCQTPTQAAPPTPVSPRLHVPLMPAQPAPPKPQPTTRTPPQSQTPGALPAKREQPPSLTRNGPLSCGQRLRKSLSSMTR
Target sequence (P00748 373-615 limits assumed): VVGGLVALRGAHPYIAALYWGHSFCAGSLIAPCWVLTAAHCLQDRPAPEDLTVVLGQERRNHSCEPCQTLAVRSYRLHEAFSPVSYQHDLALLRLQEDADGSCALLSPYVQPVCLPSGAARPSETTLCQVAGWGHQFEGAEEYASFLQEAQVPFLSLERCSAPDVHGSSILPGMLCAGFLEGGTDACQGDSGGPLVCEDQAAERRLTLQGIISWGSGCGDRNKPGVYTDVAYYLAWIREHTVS
Furin inh: human furin inhibitors, primary screen, biochemical, fluorescence intensity. actives 0.061% (n = 220,000). inhibition, % at 30 µM. AID 463115, 2010. purified furin, fluorogenic substrate cleavage; in the data active = inhibition above about 25%; also: inactives centre near -15
FXIa inh 1536: human FXIa protease inhibitors, primary screen, biochemical, 1536-well. Coagulation factor XI (Homo sapiens), P03951. purified FXIa, Boc-Glu-Ala-Arg-AMC fluorogenic substrate. inhibition, % at 5 µM. actives 0.14% (n = 220,000). AID 798, 2007;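 active = inhibition of at least 40%; inactive = inhibition below 40%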;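 also: fluorescence of freed AMC excited at 355 nm; 0% = enzyme without compound and 100% = no enzyme blank; many of its hits are not listed in these tables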
Calpain2 inh: inhibitors of pig calpain II, primary screen, biochemical, fluorogenic peptide substrate, 1536-well; purified calpain II, 30 min; inhibition, % at 16 µM; actives 0.37% (n = 220,000);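 active = inhibition above about 50%, limit read from the data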
PERK inh: block of dimerizer-induced PERK translation repression, primary screen, PERK inhibitor project, CHO PERK-DD cells, SEAP luminescence, HTS; Eukaryotic translation initiation factor 2-alpha kinase 3 (Homo sapiens), Q9NZJ5; CHO PERK-DD fusion, SEAP luminescence translation reporter; inhibition, % at 5.6 µM; actives 0.17% (n = 220,000);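 active = inhibition above the mean inhibition of all tested compounds plus 3 SD, set separately per screening campaign, cut at about 2.9% in these data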;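 also: PERK kinase domain activated by AP20187 dimerizer at 100 nM; 0% = DMSO with dimerizer and 100% = rapamycin at 8.4 µM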
Active calls of the source: *; i = inactive; · = not tested or not shown; [ ] = dose if it differs, or a comment.

SMILES	hK5 inh	Thrombin inh	Rad51 HR inh	KCC2 mod	FXIIa inh 1536	Furin inh	FXIa inh 1536	Calpain2 inh	PERK inh
CCSc1ccccc1C(=O)Nc1cccnc1	1	-3	-3	-2.3	5	8[20 µM]	-3	2	0.3
COc1cccc(CNC(=O)C2CCC(CNc3nc(=S)[nH]c4ccccc34)CC2)c1 (stereo unspecified)	-2	-12	13	1.2	4	-1	-4	1	0.4
COCCNC(=S)N/N=C(\C)c1ccccc1F	-13	1	-11	0.68	2	-14	-5	25	0.9
CCCN1CN(CCc2ccccc2)CNC1=S	-12	-9	-32	-0.68	19	-10	18	-13	0.1
CCC1=Nc2cc(C(=O)NCCCOC)ccc2Sc2ccccc21	-2	2	1	-0.56	14	-13[20 µM]	-3	-18	-1.3
COc1ccccc1N1CCN(C(c2ccc(C)cc2)c2nnnn2C(C)C)CC1 (stereo unspecified)	5	2	-3	·	15	-16	4	-3	-0.9
Cc1ccccc1C(=O)O/N=C/c1c(N2CCOCC2)n(C)c2ccccc12	-9	0	4	0.63	9	-8[20 µM]	6	0	0.9
CCOC(=O)c1c(NC(=O)Cn2nc(C(F)(F)F)cc2C)sc2c1CCC2	-22	-1	-9	-0.6	5	-22	4	17	0.4
CCOC(=O)c1ccc(N2C(=O)CC(N(C)CCc3ccc(OC)c(OC)c3)C2=O)cc1 (stereo unspecified)	-10	-4	-4	2.4	-8	-7[20 µM]	24	-51	-0.5
CCC(C)NC(=O)c1cc(-c2ccc(OC)cc2)on1 (stereo unspecified)	-8	0	-1	-0.34	6	-16[20 µM]	-3	-21	-0.9
CC(=O)c1cn(CC(=O)Nc2ccccc2C)c2ccccc12	-5	-2	3	1.2	14	-15[20 µM]	-1	5	-0.3
O=C(Nc1ccc(Cl)cc1)OCc1cncs1	-12	-9	-5	-0.68	10	-22[20 µM]	2	-1	0.0
Cc1nn(C)cc1CN(C)Cc1c(C(=O)N(C)Cc2ccccc2)nc2ccccn12	1	3	4	0.2	7	-21	-5	-26	0.2
CCn1ccnc1C(O)c1cccc(OC)c1OC (stereo unspecified)	-6	-6	13	0.13	1	-24	-10	6	1.2
O=C1CS/C(=C/C(=O)c2ccccc2)N1	-15	-5	7	·	7	4	-1	-2	1.1
Cc1ccc(Nc2cc(C)nc(NCc3ccccc3)n2)cc1	-16	-4	-3	0.07	6	-7	4	12	-0.9
COc1ccc(NC(=O)CN(C)S(=O)(=O)c2ccccc2)c([N+](=O)[O-])c1	-6	6	3	·	12	-23[20 µM]	3	-14	0.5
CCOC(=O)c1nnsc1-c1ccc(-c2snnc2C(=O)OCC)cc1	0	0	15	-1.2	5	-30	-4	-24	1.7
Cc1ccc(-n2c(SCC(N)=O)nc3c(c2=O)C2(CCCC2)Cc2ccccc2-3)cc1	-12	-3	·	-1.2	0	-28	-1	-37	0.7
C=C1N(CCCCCC(=O)O)C(=O)OC12CCCCC2	4	-5	-3	0.018	3	-12	-6	-24	0.2
CCCCNC(=O)CCCn1c(=O)[nH]c2ccc(Br)cc2c1=O	-20	-3	7	-0.17	-17	-22	-1	-56	-0.8
CC(=O)NCCCOc1ccc([N+](=O)[O-])cc1Cl	4	0	·	0.2	11	-10	5	7	0.8
O=c1c2ccccc2nc(-c2ccco2)n1Cc1ccccc1	-14	4	4	-1.7	21	24[20 µM]	4	-18	-0.1
O=S(=O)(c1ccc(F)cc1)N1CCC2(CC1)OCCO2	0	-4	-1	-0.05	·	-28	-3	-31	-0.8
Cc1ccc(-n2c3c(cc(C(=O)N4CCN(C)CC4)c2=O)C(=O)CC(C)(C)C3)cc1	6	-6	-2	0.12	7	-20	-11	13	0.5
COc1ccc(C(=O)NCCNc2ccccc2[N+](=O)[O-])cc1	2	1	-1	0.083	12	-18	0	-11	0.6
CCCCn1nnc(NC(=O)c2ccc(-c3cccc([N+](=O)[O-])c3)o2)n1	-2	-2	1	-0.69	4	-8	0	30	1.2
COc1ccc(CNc2nc3nc(C)cc(C)n3n2)cc1	-6	-3	-5	0.62	0	-12[20 µM]	-6	-9	-0.3
CC1(C)Cc2c(sc3c2c(=N)n(Cc2ccco2)c(=O)n3CC(=O)Nc2ccccc2)CO1	-27	-4	-10	0.56	5	-20	-5	-56	-1.2
COc1ccc(-c2nc(N)nc(C(F)(F)F)c2-c2csc(C)n2)c(O)c1	3	-1	7	-1.6	5	-15	6	-14	-0.7
O=C(COC(=O)CSCC(=O)N1CCCCC1)NCc1ccc(F)cc1	-7	4	-3	0.17	19	-13	5	-17	1.4
CC1CCN(CCC(=O)N/N=C/c2ccc([N+](=O)[O-])cc2)CC1	-14	1	5	0.022	-5	-2	-2	6	0.5
C=CCN(CC(=O)NCc1ccccc1)C(=O)c1csnn1	-18	1	3	-0.27	25	-6	4	-21	0.5
CCN(CC)C(=S)Oc1c(Cl)cccc1Cl	-6	-6	7	-0.16	-1	-17	-5	-22	-1.4
CCOC(=O)CN(C(=O)CCC(=O)Nc1cc(C)on1)C(C(=O)NC1CCCC1)c1cccnc1 (stereo unspecified)	-7	-5	-1	-0.37	-1	-21[20 µM]	-4	-10	1.1
Cc1cccc(N2CCN(C(=O)c3c(C)nn(Cc4ccccc4Cl)c3C)CC2)c1C	1	-2	-2	-0.11	16	-10[20 µM]	3	-28	-2.1
Cc1ccc2cc(C#N)c(NCCNC(=O)C3CC3)nc2c1C	2	0	·	·	11	-28	2	-401	-0.2
Cc1cccc(C(CC(=O)NCCc2ccccc2)c2ccccc2)c1O (stereo unspecified)	-2	-7	5	-0.37	3	-35	-4	-3	1.3
Cc1ccc(S(=O)(=O)NNC(=O)CCC(=O)Nc2ccc(C)cc2C)cc1	-8	3	-10	-0.87	2	-16	-4	-6	0.1
Cc1ccc(S(=O)(=O)N/N=C\c2cn(-c3ccccc3)nc2-c2ccccc2)cc1	-5	-1	-3	-0.012	5	-3[20 µM]	-1	-91	-0.1
COCCCNC(=O)c1cc2cc(Br)ccc2oc1=O	-1	-2	-4	0.054	7	-24	-3	-20	0.9
CN(C)C(=O)C(=O)c1c(-c2ccccc2)cc2ccccn12	-18	10	10	·	-7	-24[20 µM]	-16	54*	0.6
CCOC(=O)C(NC(=O)c1ccccc1Cl)(Nc1ccc(C)c(C)c1)C(F)(F)F (stereo unspecified)	-24	-4	-5	-0.066	8	-12	4	8	0.8
CCOC(=O)c1c(NC(=O)C(=O)N/N=C/c2ccccc2O)sc2c1CCCCC2	-43	-6	-1	0.18	-9	-22	-9	-66	-0.1
O=c1c2ccccc2nc(/C=C/c2c[nH]c3ccccc23)n1CCO	8	-4	0	-1.2	13	4	7	-48	-0.4
CN1N=C(/C=C/c2ccccc2)CCC1=O	7	7	-8	·	5	2	-1	37	0.5
N#Cc1c(-c2ccccc2F)cc(C2CC2)nc1SCC(=O)c1cccs1	8	-12	-2	0.64	7	2	-5	1	0.1
O=C(CSc1nnc(-c2ccccc2)o1)N1CCOCC1	3	-3	-2	-0.37	-1	-22	-1	-5	0.3
Cc1ccc(NC(=O)c2cc(Cl)ccc2[N+](=O)[O-])cc1C	-13	-6	-18	-0.39	9	-12	6	17	1.4
COc1ccc(/C=C/C(=O)NC(=S)N2CCN(C)CC2)cc1	-2	-8	6	0.73	6	4	-6	-15	-0.2
CCOC(=O)C1=NN(c2ccccc2)C2=NC(C)=C(C(=O)OC)C(c3ccc(C)cc3)N12 (stereo unspecified)	-10	-4	-8	-0.18	5	-16	-1	1	0.5
O=[N+]([O-])c1cccnc1N/N=C/c1ccccc1O	-16	·	0	1.1	7	-9	3	19	0.4
O=C(CNC(=O)c1cccs1)NCC(=O)OCc1ccc(Cl)cc1Cl	-1	-3	-5	0.26	7	-16[20 µM]	-3	1	1.2
FC(F)(F)c1n[nH]c(=S)n1/N=C/c1ccco1	-1	-9	-4	-1.9	11	-16	20	23	1.0
Cn1c(=O)c(N)c2c3c(c(Br)ccc31)C(=O)c1ccccc1-2	34	4	i	i	8	-3	5	-22	0.0
Cc1cccc2cc(COC(=O)C3CCCCC3)c(=O)[nH]c12	5	6	-4	·	9	-12	0	-4	0.3
c1ccc(N2CCN(Cc3ccnc4ccccc34)CC2)cc1	-3	-3	1	-1.1	12	-24[20 µM]	5	-4	-1.2
Clc1ccc(SCc2cc(Cl)nc(-c3ccccc3)n2)cc1	·	·	-1	1.1	·	-9[20 µM]	·	·	1.0
CC(=O)OCCOc1nc(N(C)C)nc(N(C)C)n1	0	-1	3	1.1	9	-2	-2	-7	-0.3
COC(=O)c1ccc(CN2CCN(C3CCCC3)C(CCO)C2)cc1 (stereo unspecified)	4	4	·	·	11	-23	4	-26	0.8

For reference, part of the list above.
SMILES	hK5 inh	Thrombin inh	Rad51 HR inh	KCC2 mod	FXIIa inh 1536	Furin inh	FXIa inh 1536	Calpain2 inh	PERK inh
CC(=O)OCCOc1nc(N(C)C)nc(N(C)C)n1	0	-1	3	1.1	9	-2	-2	-7	-0.3
COC(=O)c1ccc(CN2CCN(C3CCCC3)C(CCO)C2)cc1 (stereo unspecified)	4	4	·	·	11	-23	4	-26	0.8

Next part:
SMILES	hK5 inh	Thrombin inh	Rad51 HR inh	KCC2 mod	FXIIa inh 1536	Furin inh	FXIa inh 1536	Calpain2 inh	PERK inh
Cc1cccc(NC(=O)c2cnn3ccccc23)c1C	0	-8	·	0.24	2	-18	2	23	1.0
CCN1CCN(C(=O)c2sc3ncnc(N4CCc5ccccc5C4)c3c2C)CC1	-6	11	3	0.19	8	-19	1	5	-0.7
CCC(C)NC(=O)CC(NS(=O)(=O)c1ccc(Cl)cc1)c1ccco1 (stereo unspecified)	-32	-2	·	-1.1	-1	-18[20 µM]	-5	-45	0.1
COc1ccc(S(=O)(=O)NCC(c2cccnc2)N2CCN(C)CC2)cc1C (stereo unspecified)	-6	-1	-2	0.37	26	-4	25	0	0.1
CNC(=O)c1cc2c(=O)n3cc(C)ccc3nc2n(C(C)C)c1=N	-38	-25	14	0.25	-61	-151	-33	i	0.0
CCOC(=O)CSc1nc(C)cc(=O)[nH]1	8	-1	-1	0.12	14	-3[20 µM]	0	15	1.9
CCN(CC)S(=O)(=O)c1ccc(N2CCOCC2)c(NC(=O)c2ccc(OC)c([N+](=O)[O-])c2)c1	7	4	-4	0.31	18	-12	3	-6	0.9
COC(=O)Nc1sc(C)nc1-c1ccccc1	-18	-4	-5	·	8	-21	-1	-7	0.9

Source: PubChem

A portion of the library; count on the stated rates, not on these rows.
